Screening data as filed in PubChem.
Pf gamet viab = late stage P. falciparum gametocyte viability inhibitors, primary screen, ATP luminescence, HTS; P. falciparum stage V gametocytes, 24 h; 150,000 tested, 0.065% active; inhibition, % at 10.9 µM;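 active means inhibition above the mean plus 3 SD of compounds within the control limits, set per campaign, cut at about 38% in these data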;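 further: 0% = DMSO wells and 100% = medium only without gametocytes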
* = called active by the depositor.

SMILES	Pf gamet viab
Cc1c(CCCC(=O)O)sc(N)c1C(=O)c1cccc(C(F)(F)F)c1	8.9
CC(C)(CO)NS(=O)(=O)c1ccc2c(c1)Cc1cc(S(=O)(=O)NC(C)(C)CO)ccc1-2	-15.8
Cc1cccc(N(CC(=O)NC(C)C)C(=O)CCC(=O)Nc2nccs2)c1	-9.3
Nc1ccccc1C(=O)NCCCN1CCN(c2cccc(Cl)c2)CC1	10.1
Cc1cc2oc3ccc(NCCC4CCCN4C)cc3c(=O)c2cc1C (centres undefined)	3.9
Cc1ccc(N=Cc2cc3c(cc2[N+](=O)[O-])OCO3)cc1[N+](=O)[O-]	-2.8
CC(C)(C)OC(=O)NCCCCCNC(=O)c1nc[nH]c1C(=O)NCc1ccc(CNC(=O)OC(C)(C)C)cc1	-4.0
COc1cccc2c1-c1c(O)cccc1C2=O	-2.3
COc1ccc(C2(C(=O)NCCc3ccccc3)CCCC2)cc1	9.6
COc1ccc(C(Sc2ccccc2)c2ccccc2)cc1OC (centres undefined)	11.8
COc1ccccc1NC(=O)Nc1nnc(Cc2ccc(F)cc2)s1	-9.7
C=CCc1cc(Cl)ccc1OCCn1ccnc1	0.4
CCCOc1ccc(C(=O)Nc2ccc3c(c2)OCCO3)cc1	-24.4
COc1ccc([C@H]2/C=C\CN(C(=O)[C@H](Cc3ccccc3)NC(=O)OCC3c4ccccc4-c4ccccc43)CC(=O)N2Cc2ccc(F)cc2)cc1	1.5
COC(=O)C1(C)NC(c2ccc(F)cc2)C2C(=O)N(c3ccc(C)cc3)C(=O)C21 (centres undefined)	-9.8
O=C(NCc1ccco1)C1CC(c2ccc(C(F)(F)F)cc2)=NO1 (centres undefined)	16.1
CC(C)Cc1ccc(C(=O)NCc2ccc3c(c2)OCO3)o1	-5.7
C=CC[C@@H](CC(=O)N[C@H](CO)Cc1ccccc1)C(=O)NC[C@@H](OC(=O)[C@@H](CC=C)Cc1ccc(F)cc1)c1ccccc1	11.9
NC(=O)C[n+]1cccc(C(=O)Nc2ccccc2)c1	-6.0
CN1CCN(S(=O)(=O)c2ccc(C(=O)NC3CCCCC3)cc2)CC1	7.6
Cc1ccc([C@@H]2CC=C(C(=O)O)CN2S(=O)(=O)c2ccccc2C)cc1	-31.1
Cc1cccc(CN2CCOCCS2(=O)=O)c1	3.7
COc1ccc(C)cc1N(CC(=O)NC(C)c1ccccc1)S(C)(=O)=O (centres undefined)	-3.5
COc1ccccc1OCCOCCN1CCCC1	5.8
CC(C)(C)OC(=O)N1CCN(C(=O)c2[nH]cnc2C(=O)Nc2cccc(Cl)c2)CC1	-19.0

Quoted from the listing.
CCCOc1ccc(C(=O)Nc2ccc3c(c2)OCCO3)cc1 in Pf gamet viab = -24.4
CC(C)Cc1ccc(C(=O)NCc2ccc3c(c2)OCO3)o1 in Pf gamet viab = -5.7

(cont.)
SMILES	Pf gamet viab
OCC[C@@H]1C[C@H](O)[C@@H](O)[C@]2(OCCc3ccccc32)O1	7.0
Cc1cccc(CN2CCC(N3CC(C)OC(C)C3)CC2)c1 (centres undefined)	1.8
Cc1cc(C)cc(Oc2coc3c(CN(C)C)c(O)ccc3c2=O)c1	-3.4
COc1ccc(N/C(=C2\CCCC2=O)C2CCCCC2)cc1	-8.4
C=CC[C@@H](CC(=O)OC(C)(C)C)C(=O)OC[C@H]1CCCN1C(=O)[C@@H](CC=C)CC(=O)N(CCO)Cc1ccccc1	24.2
CCC(C)(C)C(=O)Nc1nnc(CCc2ccccc2)s1	14.4
COc1cc(C#Cc2c(-c3ccccc3OC)oc3ccccc23)cc(OC)c1	3.2
C[C@@H]1O[C@@H](Oc2c(-c3ccc(O)c(O)c3)oc3cc(O)cc(O)c3c2=O)[C@H](O)[C@H](O)[C@H]1O	-9.7
C=CCN(CC=C)C(=O)c1ccc(OC2CCN(C(C)=O)CC2)c(OC)c1	10.5
CC(C)NC(=O)[C@]1(C)CCC[C@@]2(C)C3CC[C@@]4(C)C[C@]3(CCC21)CC4=O (some centres undefined)	-18.2
CSc1nc(O)c(C(c2ccc(OC(C)C)cc2)c2c(O)nc(SC)[nH]c2=O)c(=O)[nH]1	2.8
CC(CN1CCCC1)OC(=O)Cc1ccc(Cl)cc1 (centres undefined)	2.9
O=C(Nn1cnnc1)c1ccc(Cl)cc1	26.3
COC(=O)COc1ccc(/C=C2\SC(=O)N(CC(=O)Nc3ccccc3F)C2=O)cc1	3.6
O=C(O)CSc1c2ccccc2cc2ccccc12	19.5
Cn1c(Cc2nc3ccccc3n2C)nc2ccccc21	4.3
N#CCc1c(C#N)c(N)nc(N2CCOCC2)c1C#N	-5.0
N#Cc1sc2nccc(Nc3ccccc3)c2c1N	-14.9
COc1ccc(C(=O)Nc2cccc(NC(=O)c3cccs3)c2)cc1OC	-12.6
COc1ccc(C(=O)COc2ccc3c(C)cc(=O)oc3c2)cc1	13.8
COc1cc(NCc2ccccc2)c2ncn(Cc3ccccc3)c2c1	-14.1
COc1ccccc1NC(=S)NC1CCCC1	-6.5
OCC[C@@H]1C[C@@H](O)[C@H](O)[C@@]2(CCCO2)O1	-11.4
COC(=O)C1=CN(c2ccc(OC)cc2)C=C(C(=O)OC)C1c1cccc(F)c1	-23.6
Cc1ccc2cccc(OCc3ccc(F)cc3)c2n1	19.2

(list continues)
SMILES	Pf gamet viab
COc1ccc(C(CNC(=O)Cc2cc(OC)c(OC)c(OC)c2)N2CCCC2)cc1 (centres undefined)	-49.4
COc1cc(-c2noc(C)c2-c2ccc(N(C)C)nc2)cc(OC)c1OC	2.1
COc1ccc(NC(=O)CN2C(=O)COc3ccc(C)cc32)cc1	-3.5
Cc1cccc(NC(=O)CN2CCOCC2)c1C	8.6
CCc1ccc(S(=O)(=O)Nc2ccccn2)cc1	27.2
COc1cc(/C=N/N2CCN(Cc3ccc(Cl)cc3)CC2)cc(Br)c1O	-8.7
COc1ccc(C(=O)N/N=C(\C)CC(=O)Nc2ccc(N(C)C)cc2)c(OC)c1	-11.7
O=C(Nc1nnc(Cc2ccccc2)s1)Nc1ccccc1F	9.6
CCC1COCCS(=O)(=O)N1Cc1ccccc1 (centres undefined)	2.2
CCc1ccccc1N(C(=O)CCC(=O)Nc1cc(C)on1)C(C(=O)NC1CCCC1)c1ccco1 (centres undefined)	-8.7
COC(=O)c1ccc(NC(=O)C(=O)c2c[nH]c3ccccc23)cc1	-1.7
Cc1ccc(C(=O)NC2CC(C)(C)NC(C)(C)C2)cc1Cl	-5.1
C[C@H](CO)N1C[C@H](C)[C@@H](CN(C)Cc2ccncc2)Oc2c(NC(=O)C3CC3)cccc2C1=O	19.7
OCCN1c2ccccc2CCc2ccccc21	-3.7
C[C@H](CO)N1C[C@H](C)[C@@H](CN(C)S(=O)(=O)c2cccs2)Oc2ccc(NC(=O)Nc3ccc(C(F)(F)F)cc3)cc2C1=O	-3.0
CC(C)(C)C1CCC(C(=O)Nc2nccs2)CC1 (centres undefined)	0.4
COc1cc2sc(-c3ccccc3OC)c(-c3ccc(OCCN4CCCCC4)cc3)c2cc1OC	-19.2
COc1ccc(S(=O)(=O)Nc2c(O)ccc3ccccc23)cc1OC	-23.3
CO[C@H]1O[C@H](C)[C@@H](O)C[C@H]1NC(=O)OCc1ccccc1	6.8
C#CCN1C(=O)S/C(=C\c2ccc(-c3ccc(C(=O)O)cc3C)o2)C1=O	-6.4
CCOC(=O)c1cnc2c(C)cccc2c1NCCCN1CCOCC1	-14.8
Cc1cccc(NC(=O)C(Cc2ccccc2)c2nn[nH]n2)c1C (centres undefined)	3.2
COc1ccc(CN(C)CC2CCCN(CCc3ccc(F)cc3)C2)c(OC)c1OC (centres undefined)	1.1
C[C@H]1O[C@@H](O[C@H]2CC[C@@]3(C)C(CC[C@]4(C)C3C=C[C@]35OC[C@@]6(CCC(C)(C)C[C@H]63)[C@@H](O)C[C@]54C)[C@]2(C)CO)[C@H](O)[C@@H](O[C@@H]2O[C@H](CO)[C@@H](O)[C@H](O)[C@H]2O)[C@H]1O (some centres undefined)	3.5
C#CCOCCOCCOCCNc1nc(N2CCN(C(=O)Cn3cc(CC(C)O)nn3)CC2)nc(N2CCN(C(=O)[C@H](C)n3cc(CCC(=O)O)nn3)CC2)n1 (some centres undefined)	11.9

Given in markdown: entries from further up.
| Structure | Pf gamet viab |
| --- | --- |
| COC(=O)c1ccc(NC(=O)C(=O)c2c[nH]c3ccccc23)cc1 | -1.7 |
| Cc1ccc(C(=O)NC2CC(C)(C)NC(C)(C)C2)cc1Cl | -5.1 |
| Cc1cccc(NC(=O)C(Cc2ccccc2)c2nn[nH]n2)c1C (centres undefined) | 3.2 |
| CC(C)(C)C1CCC(C(=O)Nc2nccs2)CC1 (centres undefined) | 0.4 |
| OCCN1c2ccccc2CCc2ccccc21 | -3.7 |
| COc1ccc(CN(C)CC2CCCN(CCc3ccc(F)cc3)C2)c(OC)c1OC (centres undefined) | 1.1 |

Continuation:
SMILES	Pf gamet viab
OCC[C@@H]1C[C@H](O)[C@@H](O)[C@@]2(CCCCO2)O1	-0.6
COc1ccc(C2/C(=C(/O)c3ccccc3)C(=O)C(=O)N2C)c(OC)c1 (centres undefined)	2.7
Cc1ccsc1-c1cc(C(=O)O)c2c(ccc3ccccc32)n1	-17.1
COc1ccccc1C(=O)NCCNc1ccc([N+](=O)[O-])cc1Cl	-8.9
CC(=O)Nc1ccccc1C(=O)N1CCN(Cc2ccc3c(c2)OCO3)CC1	-1.6
CC1(C(=O)Nc2nc3ccc(S(C)(=O)=O)cc3s2)CC1(Cl)Cl (centres undefined)	-5.5
Fc1ccccc1/C=N/Nc1cc(N2CCCCC2)ncn1	19.7
O=C(CSc1nnc(CN2CCOCC2)n1-c1ccc(Cl)cc1)N1CCc2ccccc21	-24.9
Cc1nc2ccc([N+](=O)[O-])cc2c(=O)n1Cc1ccccc1Br	18.6
COc1cccc(NC(=O)N2C3CCCC2CC(NC(=O)C(C)(C)C)C3)c1 (centres undefined)	14.9
COC(=O)[C@@]12CCCN1[C@H](c1ccc(-c3ccc(OC)cc3)c(OC)c1)[C@H]1C(=O)N(C)C(=O)[C@H]12	-14.1
COc1ccc2c(c1)[C@H]1[C@H](CO2)[C@H](c2ccccc2)[C@]2(C)C(=O)N[C@H](C)C(=O)N12	-14.8
CCOCCCNC(=S)N1CCC(C(=O)c2ccc(C)cc2)CC1	25.3
O=c1[nH]nnc2c1sc1nc(N3CCOCC3)c3c(c12)CCCC3	3.0
COc1ccc(Cl)cc1N(C(C)=O)c1nc(C)cc(C)c1C#N	-6.3
COc1ccc(-c2nc(-c3ccc(C(=O)O)cc3)no2)cc1	-6.7
CCCN1CCC(CCOc2ccccc2)(C(=O)OCC)CC1	4.0
CC(C)C(=O)Nc1cccc(N2CCN(CCCN3C(=O)C4CCCCN4C3=O)CC2)c1 (centres undefined)	-21.0
O=C(c1ccc(Br)cc1)N1CCN(Cc2ccccc2)CC1	-20.9
Cc1ccsc1CNc1ncnc2ccc(-c3c(C)noc3C)cc12	-20.5
COc1cccc(NC(=O)C2CCC2)c1	9.7
CN(C(=O)c1ccc(NC(=O)Cc2cccc(NC(=O)C3CCCN(C(=O)CCc4ccccc4)C3)c2)cc1)C1CCCC1 (centres undefined)	-4.3
Cc1cccc(OCC(=O)NCc2ccc(F)cc2)c1	1.8
NC(=O)c1nc(-c2ccccc2)c(-c2ccccc2)[nH]c1=O	-0.9
COc1ccc(-c2c(C#Cc3ccsc3)c3cc(-c4ccc(OC)c(F)c4)ccc3n2C)cc1	-12.0

4 entries from above, field by field.
mol: OCC[C@@H]1C[C@H](O)[C@@H](O)[C@]2(OCCc3ccccc32)O1
  Pf gamet viab = 7.0
mol: Cc1c(CCCC(=O)O)sc(N)c1C(=O)c1cccc(C(F)(F)F)c1
  Pf gamet viab = 8.9
mol: O=C(Nc1nnc(Cc2ccccc2)s1)Nc1ccccc1F
  Pf gamet viab = 9.6
mol: Nc1ccccc1C(=O)NCCCN1CCN(c2cccc(Cl)c2)CC1
  Pf gamet viab = 10.1

Going on with the list:
SMILES	Pf gamet viab
COc1ccc(CNC(=O)Cn2cc([N+](=O)[O-])cn2)cc1	-34.1
CC1(C)CC(C(=O)Nc2ccccc2)C(=O)O1 (centres undefined)	13.6
COC(=O)[C@@]12CCCN1[C@H](c1ccc(-c3ccc(Cl)c(Cl)c3)c(OC)c1)[C@H]1C(=O)N(C)C(=O)[C@H]12	-2.9
O=C(O)/C=C\C(=O)Nc1ccccc1C(=O)N1CCC(O)(c2ccc(Cl)cc2)CC1	0.8
CCOC(=O)[C@H]1[C@H]2COc3ccc(OC)cc3[C@@H]2N2C(=O)CN(CC3CCCO3)C(=O)[C@@]12C (some centres undefined)	-2.2
Cc1cc(C)c(C(=O)NCC(=O)c2ccccc2)c(C)c1	2.2
O=C(Cc1ccc(F)cc1)Nc1ccc2[nH]ncc2c1	3.8
NC(=O)C1CCN(CC(=O)Nc2nc(-c3ccccc3)cs2)CC1	-0.6
Cc1ccc2c(c1)C1(OCCCO1)C(=O)N2	7.0
OCC[C@H]1C[C@H](O)[C@@H](O)[C@]2(Cc3ccccc3O2)O1	-25.6
Cc1cc(C)nc(SCCCNCc2ccccc2)n1	-10.1
Cc1c(C(C)(C)C)s/c(=N/S(=O)(=O)c2ccccc2)n1C	10.6
Cc1cccc(OCC(=O)OC(C)CN2CCCCC2)c1 (centres undefined)	13.9
CCCC(=O)Nc1cc(C)c(NC(=O)c2ccco2)cn1	2.2
CC(C)(C)OC(=O)N1CCC(NC(=O)c2nc[nH]c2C(=O)NCC(=O)OCc2ccccc2)CC1	-15.5
CC(=O)C1=C(O)C(=O)N(CCN2CCOCC2)C1c1ccc(N(C)C)cc1 (centres undefined)	-11.6
C#CCOCCOCCOCCNc1nc(N2CCN(C(=O)[C@H]([C@@H](C)O)n3cc(CCCCN)nn3)CC2)nc(N2CCN(C(=O)[C@H](CCCCN)n3cc(CCCC)nn3)CC2)n1	26.1
O=S1(=O)OCCC(c2ccccc2)N1Cc1ccccc1 (centres undefined)	36.9

This is a subset; rates above refer to the full screens.
